Vif-A3F inh – qHTS for Inhibitors of Vif-A3F Interactions: qHTS; hit rate 0.2% among 390,000; Potency, µM (titrated, usually from 46.1 µM), for inactives: at the top dose activity, negative = active; AID 602313, 2012; HeLa A3F-eYFP + Vif (tagged APOBEC3F with the HIV-1 protein that degrades it), YFP fluorescence increase; note: potency is the fitted concentration of half-maximal effect; % of control where 0% means no effect; nearly all actives have a fitted effect of over 65% in size
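HeLa cells stably expressing Vif plus C-terminally eYFP-tagged A3F were seeded, incubated overnight at 37 deg C, dosed with compound, incubated overnight again at 37 deg C. Yellow fluorescence (Ex 488/Em 500-530) reported blocked Vif-mediated A3F-eYFP degradation.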
USP1-UAF1 inh – Inhibitors of USP1/UAF1: Primary Screen; recombinant USP1/UAF1, Ub-Rhodamine cleavage fluorescence; Potency, µM (top dose mostly 57.1 µM), for the others: at the top dose activity change, negative = inhibition, hits mostly inhibitors; Ubiquitin carboxyl-terminal hydrolase 1 (Homo sapiens), O94782; AID 743255, 2014; hit rate 0.23% among 390,000; note: potency is the fitted concentration of half-maximal effect; % is set by controls: 0 for no effect and ±100 for the full control effect; nearly all actives have a fitted effect of over 60% in size; inactives centre near -12
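Step one: compound is pinned into 1nM USP1/UAF1 in HEPES pH 7.8 buffer with TCEP. Step two: 15 min room-temperature incubation. Step three: Ub-Rho (150nM final) starts cleavage, tracked by fluorescence over six one-minute reads.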
LDHA block – qHTS assay for inhibitors of human lactate dehydrogenase; purified LDHA, NADH/diaphorase-resazurin fluorescence; hits give low values; activity change, % (values are at about 110 or 230 µM); hit rate 0.15% among 480,000; AID 1347041, 2019; in the data active = activity change below about -30%; inconclusive = mostly about -25% to -30%;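 note: plate controls were DMSO wells for no effect and wells without enzyme for full effect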
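Human LDH5 (2 nM) was incubated with 0.06 mM NADH and 0.2 mM pyruvate for 5 min at room temperature in Tris pH 7.4. Remaining NADH was coupled through diaphorase/resazurin, and resorufin fluorescence was read at 0 and 20 min.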
Vif-APOBEC3G blk – qHTS for Inhibitors of Vif-A3G Interactions: qHTS. HeLa A3G-eYFP + Vif (tagged APOBEC3G with the HIV-1 protein that degrades it), YFP fluorescence, overnight. Potency, µM (series often up to 46.1 µM), for the others: at the top dose activity, negative = active, actives largely listed as inhibitors. hit rate 0.076% among 410,000;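 note: potency is the fitted concentration of half-maximal effect; % is set by controls: 0 for no effect and ±100 for the full control effect; nearly all actives have a fitted effect of over 60% in size; hits raise eYFP signal because A3G escapes Vif-driven loss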
Target sequence (Q9HC16 whole entry, looked up): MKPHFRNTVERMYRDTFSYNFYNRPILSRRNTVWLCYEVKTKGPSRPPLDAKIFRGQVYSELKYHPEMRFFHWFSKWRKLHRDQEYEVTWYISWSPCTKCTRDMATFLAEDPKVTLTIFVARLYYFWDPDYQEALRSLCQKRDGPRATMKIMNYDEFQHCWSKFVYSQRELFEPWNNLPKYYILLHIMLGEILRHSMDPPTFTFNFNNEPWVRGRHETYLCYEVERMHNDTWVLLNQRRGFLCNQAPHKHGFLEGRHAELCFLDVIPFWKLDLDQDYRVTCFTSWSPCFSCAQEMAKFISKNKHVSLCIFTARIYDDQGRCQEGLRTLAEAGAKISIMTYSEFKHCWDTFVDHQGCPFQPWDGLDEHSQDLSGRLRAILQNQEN
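Read-out is eYFP fluorescence (Ex 488/Em 500-530) from Vif-expressing HeLa A3G-eYFP cells; more signal means A3G escaped Vif-mediated degradation. Cells plated overnight, compound pinned in, incubated overnight at 37 deg C.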
RXFP1 ag – qHTS Assay for Agonists of the Relaxin Receptor RXFP1 | Relaxin receptor 1 (Homo sapiens), Q9HBX9 | HEK293T-RXFP1 cAMP TR-FRET, 30 min; response scale: percent of porcine relaxin response, buffer zero | Potency, µM (series often up to 57.5 µM), for inactives: at the highest dose activation, most hits filed as activators | hit rate 0.3% among 370,000 | AID 2676, 2010; note: potency is the fitted concentration of half-maximal effect; % is set by controls: 0 for no effect and ±100 for the full control effect; nearly all actives have a fitted effect of over 60% in size; many of its hits are not listed in these tables
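HEK293T cells stably expressing RXFP1 were pretreated with the PDE4 inhibitor Ro 20174, exposed to compounds for 30 min at 37C, lysed, and cAMP was read by TR-FRET. Data normalized to buffer (basal) and 29 nM porcine relaxin (100%).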
TrxR1 substrate – qHTS Assay for Substrates of Mammalian Selenoprotein Thioredoxin Reductase 1 (TrxR1): qHTS; Thioredoxin reductase 1, cytoplasmic (Rattus norvegicus), O89049; purified TrxR1 substrate turnover, NADPH consumption readout; Potency, µM (titrated, usually from 114 µM), for the others: top-dose activity change, negative = substrate turnover; hit rate 0.01% among 390,000; note: potency is the fitted concentration of half-maximal effect; % is set by controls: 0 for no effect and ±100 for the full control effect; nearly all actives have a fitted effect of over 50% in size
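Rat TrxR1, dispensed at 90 nM, was prereduced with 400 uM NADPH (final) for 5 min at ~22 deg C, then incubated with compound 15 min before 400 uM selenite. A first-read NADPH fluorescence drop versus no-compound background flagged substrates.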
mIDH1 inhibitor – qHTS for Inhibitors of mutant isocitrate dehydrogenase 1 (IDH1): qHTS; Potency, µM (titrated, usually from 76.6 µM), inactives show top-dose activity change, negative = inhibition, hits mostly inhibitors; hit rate 0.093% among 390,000; AID 602179, 2012; Isocitrate dehydrogenase [NADP] cytoplasmic (Homo sapiens), O75874; IDH1-R132H enzyme, NADPH consumption, diaphorase/resazurin fluorescence; note: potency is the fitted concentration of half-maximal effect; % is set by controls: 0 for no effect and ±100 for the full control effect; nearly all actives have a fitted effect of over 65% in size
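IDH1-R132H (0.5 ug/mL) preincubated 30 min with compound, then NADPH (0.016 mM) and alpha-KG (2 mM) added; 80 min at RT, pH 7.5. Remaining NADPH coupled via diaphorase/resazurin to fluorescence (540/590 nm); concentration-response curves normalized to no-enzyme control.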
PI4K2A block – qHTS for small molecular inhibitors of PI4K2A; purified PI4K2A, ADP-Glo luminescence, 1 h; hits give low values; activity change, negative = inhibition, % at 76.9 µM; AID 1346378, 2018; hit rate 0.13% among 420,000; in the data active = activity change below about -50%; inconclusive = mostly about -30% to -49%;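 note: -100% = wells without enzyme as full effect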
Target sequence (Q9BTU6 whole entry, looked up): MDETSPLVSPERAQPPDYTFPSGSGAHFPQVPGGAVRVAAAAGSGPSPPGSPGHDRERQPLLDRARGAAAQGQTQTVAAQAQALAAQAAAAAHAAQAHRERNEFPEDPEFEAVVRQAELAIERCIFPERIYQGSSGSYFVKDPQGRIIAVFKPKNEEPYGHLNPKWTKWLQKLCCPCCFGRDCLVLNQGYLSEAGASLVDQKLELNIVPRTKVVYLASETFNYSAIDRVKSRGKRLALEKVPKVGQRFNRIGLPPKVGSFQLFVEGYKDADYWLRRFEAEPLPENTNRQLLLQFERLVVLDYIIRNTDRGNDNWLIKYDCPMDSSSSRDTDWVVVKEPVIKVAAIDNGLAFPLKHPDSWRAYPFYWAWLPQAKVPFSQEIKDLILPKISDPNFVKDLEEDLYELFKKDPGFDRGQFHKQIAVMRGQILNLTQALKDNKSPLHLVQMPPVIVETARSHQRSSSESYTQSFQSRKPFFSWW
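ADP-Glo luminescence measured ADP generated by PI4K2A enzyme (4 ug/mL before mixing) with 1.2 mM PI substrate (pre-mix) and 300 microM ATP (pre-mix). Tris pH7.5 buffer with MgCl2, Triton X-100; 1 h reaction at ambient temperature.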
GRP78 ERSR act – qHTS for Inducers of the Endoplasmic Reticulum Stress Response (ERSR) in Human Glioma: qHTS; AID 602332, 2012; hit rate 0.02% among 420,000; Potency, µM, for inactives: at the highest dose activation, actives largely listed as activators; U87-MG GRP78 promoter luciferase reporter, 16 h; note: potency is the fitted concentration of half-maximal effect; series mostly up to about 76 µM; % of control where 0% means no effect; nearly all actives have a fitted effect of over 35% in size
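Stably transfected U87-MG human glioma cells carrying a GRP78-based luminescent sensor were seeded at 1000 cells/well, pin-dosed with compounds and incubated 16 h. Luciferase reagent was then added, and end-point luminescence was read after 10 min at room temperature.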
Active calls of the source: *; u = inconclusive; x = not tested or not shown; & = joins results of further samples; [ ] = dose if it differs, or a comment. Unless noted, calls come from the whole dose curve; as a rule, active = well fitted curve in the direction sought with a large enough effect; inconclusive = small, poorly fitted or top-dose-only effect, or another doubt; inactive = no such curve, though single readings can be large; an effect the other way counts as inactive or inconclusive. Not all compounds are listed. The share of hits here may be higher or lower than overall.

SMILES	Vif-A3F inh	USP1-UAF1 inh	LDHA block	Vif-APOBEC3G blk	RXFP1 ag	TrxR1 substrate	mIDH1 inhibitor	PI4K2A block	GRP78 ERSR act
COCCn1c(SCc2ccc(C(=O)OC)o2)nc2ccccc2c1=O	-12%	-18%	-1	-5%	-0.8%	5%	7%	0	-3%
O=C(c1ccc2c(c1)CCC2)N1CCN(Cc2ccccc2)CC1	-6%	-15%	-8	-2%	x	x	3%	1	4%
CC(=O)Oc1c(C)c(C)c2c(c1C)CC[C@@](C)(CCC[C@H](C)CCC[C@H](C)CCCC(C)C)O2	0%	11%	-10	1%	-0.1%	-3%	-8%	-1&0	2%&1%&5%
C#Cc1cccc(-n2nnc(C(=O)OC)c2-c2ccccc2)c1	-3%	-9%	-12	-1%	-0.7%	8%[57.1 µM]	0%	7	-2%
CCCCC(=O)Nc1cc(C)c2c(=O)oc3ccccc3c2n1	0%	-5%	1	2%	1.1%	5%[57.1 µM]	4%	-5	-3%
Fc1ccccc1Nc1n[nH]c(=S)s1	13%	-32%	-2	-1%	-0.8%	0%[57.1 µM]	3%	0	4%
Cc1nc(N2CCCC2)c2c(C(=O)N3CCN(c4cccc(Cl)c4)CC3)c(C)oc2n1	-14%	-22%	-3	-1%	1.6%	0%	-4%	5	0%
CC1CC2(C)C(=CC1=O)CCC1C2C(O)CC2(C)C1CCC2(O)C(=O)CO (stereo not drawn)	-20%	-14%	-10	-2%	x	-5%	2%	-6	-2%
O=C(CCC1CCCC1)N1CCN(C(=O)C2CC2)CC1	u	-7%	-3	-3%	3.2%	-1%	-1%	4	-3%
CCOc1cc(C(=O)N(C)Cc2cc3ccccc3[nH]c2=O)cc(OCC)c1OCC	3%	-13%	-2	-1%	-1.4%	7%[57.1 µM]	3%	3	-1%
CN1CCc2c(sc3c2c(NCc2ccco2)nc2nnnn23)C1	-4%	-9%	2	-9%	4.7%	22%	3%	2	-2%
COc1ccnc(Oc2ccccc2)c1C(=O)N/C=N/OCc1ccccc1F	10%	-19%	-2	2%	-2.0%	-5%	5%	1	-3%
CCCn1nc(C(=O)N2CCN(c3ccccn3)CC2)c2ccccc2c1=O	-10%	1%	-5&13	0%	x	6%[2.29 µM]	1%	3	1%
COc1cc2c(cc1OC(C)=O)C(=O)CCCC2	x	x	-3	0%	x	x	x	10	-4%
Cc1cnc(C(=O)Nc2ccccc2-n2cccc2)cn1	-1%	-7%	-2	0%	1.9%	2%[57.1 µM]	9%	1	-3%
CC(C)(C)NS(=O)(=O)c1ccc(NC(=O)CS(=O)(=O)Cc2ccccc2)cc1	-5%	-22%	-3	2%	0.8%	-7%	-3%	0	-5%
COc1ccc(C(=O)NCC(=O)N2CCCC(C)C2)cc1OC (stereo not drawn)	-3%	-11%	-2	2%	0.6%	3%[57.1 µM]	-5%	-2	1%
O=[N+]([O-])c1ccccc1/C=N/Nc1nc(N2CCCC2)nc(N2CCCC2)n1	u	-13%	-5	-12%	1.2%	-2%[57.1 µM]	-3%	0	-7%
COc1cc(NS(=O)(=O)c2ccc(N/C=C\C(=O)c3ccc(OC)c(OC)c3)cc2)nc(OC)n1	2%	-20%	-1	-3%	2.1%	25%	5%	-3	-2%
Cc1cc(C)n2nc(SC(C)C(=O)N3CCOCC3)nc2n1 (stereo not drawn)	1%	-16%	-2	1%	2.9%	5%[57.1 µM]	1%	3	-4%
COc1ccc(NC(=O)CSc2nc3c(c(-c4cccs4)c2C#N)CN(C)CC3)cc1OC	-11%	10%	14	0%	-0.3%	4%	5%	-6	-3%
Cc1cc2c(c(=O)n1C1CC1)C(c1cccc(Cl)c1)C(C#N)=C(N)O2 (stereo not drawn)	3%	-2%	2	-2%	2.4%	1%[57.1 µM]	-9%	5	2%
Cc1ccc(NC(=O)CN2C(=O)NC(C)(C3CC3)C2=O)cc1S(=O)(=O)N1CCCCC1 (stereo not drawn)	4%	-19%	1	-4%	0.3%	-9%	9%	-3	-4%
COC(=O)Cn1c(=NC(=O)c2ccc(OC)cc2)sc2cc(OC)ccc21	-17%	1%	-10	-1%	22%	41%[activator]	8%	0	-2%
COc1ccc(C(C(=O)NCC2CCCO2)N(Cc2ccc(F)cc2)C(=O)CNC(=O)c2ccco2)cc1OC (stereo not drawn)	2%	-8%	-11	2%	-3.6%	-9%	-3%	-1	-3%
SMILES	Vif-A3F inh	USP1-UAF1 inh	LDHA block	Vif-APOBEC3G blk	RXFP1 ag	TrxR1 substrate	mIDH1 inhibitor	PI4K2A block	GRP78 ERSR act
C#CCNC(=O)C1=C[C@H](c2ccc(C#C)cc2)C[C@H](OCc2ccc(CO)cc2)O1	-7%	-7%	-2	-3%	x	0%	-3%	-22	1%
COC(=O)c1ccsc1NS(=O)(=O)c1ccccc1	-14%	-13%	-4	-1%	0.8%	-4%	11%	-3	-5%
O=C(COc1cccc([N+](=O)[O-])c1)NN1C(=O)c2ccccc2C1=O	4%	u	-11	-5%	-1.4%	4%[57.1 µM]	12%	1	-3%
CCC1CCCCN1C(=O)Nc1cc(Cl)ccc1OC (stereo not drawn)	2%	-14%	-9	-10%	0.0%	0%	0%	1	-4%
O=C(NCc1ccccc1)c1onc(CSc2ccccn2)c1C(=O)NCc1ccccc1	3%	-24%	-4	-6%	2.7%	8%[57.1 µM]	-1%	0	-3%
COc1ccc(-c2noc(COc3ccc(Cl)c(C)c3)n2)cc1	-7%	-24%	0	0%	1.1%	8%	11%	-3	-7%
O=C(NC1CCN(C(=O)Nc2ccccc2Cl)CC1)c1ccccc1	-1%	-19%	-8	-2%	-2.9%	0%	-6%	4	-2%
CCCC(c1nnnn1C1CCCCC1)N1CCN(C2CCCC2)CC1 (stereo not drawn)	6%	-8%	-6	-1%	-1.1%	3%[57.1 µM]	1%	-5	-1%
FC(F)(F)c1cc(-c2ccco2)nc(-n2nnc3ccccc32)n1	-6%	0%	-8	-2%	-1.5%	68%[activator]	1%	4	-5%
O=C(C1=NNCC1c1ccc(Cl)cc1)C1CO1 (stereo not drawn)	-5%	-1%	-3	-1%	2.4%	-7%	-4%	-1	-5%
COc1ccc(C(=O)c2cnc3ccccc3c2-c2ccccc2)cc1	5%	-13%	-5	3%	3.1%	-3%	-3%	8	-4%
CCOc1ccc(C2c3c(oc4ccccc4c3=O)C(=O)N2CCCN2CCOCC2)cc1OCC (stereo not drawn)	-4%	-25%	3	-5%	0.6%	2%	-9%	4	-2%
COc1ccc(/C=N/NC(=O)CCn2nc(C)cc2C)cc1O	-12%	-16%	-1	-1%	-0.4%	-7%	0%	-4	-2%
CCOc1cccc(/C=C2/NC(=O)N(CC(=O)Nc3cccc(C)c3)C2=O)c1O	-2%	-10%	-7	2%	-0.8%	-4%	-3%	-5	-5%
O=C(COc1ccc([N+](=O)[O-])cc1)NNC(=O)C1COc2ccccc2O1 (stereo not drawn)	0%	-11%	-1	0%	x	x	10%	3	-4%
CCCCn1c(SCC(=O)c2ccccc2)nc2ccsc2c1=O	-4%	-10%	-3	-3%	9.8%	5%	4%	6	-3%
C=CCSc1nc2c(c(=O)[nH]c(=O)n2C)n1C(C)C	2%	-12%	-4&-4	-1%	0.9%	6%[57.1 µM]	2%	-3	3%
Cc1ccc(OCCNC(=O)c2ccc3ccccc3n2)cc1	5%	-19%	6&2	0%	-4.2%	-1%	15%	-10	11%
Oc1ccc(Cl)cc1Sc1cc(Cl)ccc1O	13%	-15%	-2	-1%	x	-7%	-5%	-2&0	-11%&-5%
O=C(CSc1nnc(CNC(=O)c2ccccc2)o1)c1ccccc1	-23%	-6%	-2	-2%	-2.7%	6%	8%	0	-1%
Cc1ccc(CCNc2nc3c(S(=O)(=O)c4ccccc4)nnn3c3ccsc23)cc1	5%	-8%	-12	3%	2.6%	13%	0%	2	-2%
COCCNCC(=O)N1CCCCCC1	6%	-7%	-15	-4%	-1.0%	-10%	6%	0	-4%
COc1cc(C)ccc1S(=O)(=O)N1CCCCCC1	0%	-12%	3	1%	-2.8%	-3%	-1%	2	-5%
O=C(N/N=C/c1sc(=O)[nH]c1-[n+]1ccc2ccccc2c1)c1ccccc1[O-]	-14%	-13%	-4	-5%	2.7%	-20%	15%	-26	u
Cc1ccccc1-c1ccnc2c(-c3ccc(F)cc3)c(C)nn12	-17%	-8%	1	-9%	-0.7%	-10%	1%	8	0%
O=C(NCc1cccnc1)C1CCN(Cc2cc3ccccc3n2Cc2ccccc2)CC1	4%	-7%	4	0%	1.9%	6%[57.1 µM]	18%	-1	-5%

Compound activity (PubChem)
